NALP3 yeast inh – NALP3 inhibition in yeast; Yeast reconstituted NLRP3/ASC/caspase-1, beta-gal luminescence, 24 h; inhibition, % at 10 µM; actives 0.39% (n = 330,000); AID 2825;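 active = inhibition of 50% or more; inactive = inhibition below 50%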;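 note: plate controls were induced DMSO wells for no effect and uninduced yeast grown without galactose for full effect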
tim10-1 inh – growth inhibitors of tim10-1 mutant yeast; S. cerevisiae tim10-1 ts strain growth, BacTiter-Glo, 24 h; inhibition, % at 20 µM; actives 2.2% (n = 330,000); AID 463190;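 active = inhibition of at least 40%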;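 note: mutant grown at 25 °C; 0% = DMSO wells with yeast and 100% = wells holding no yeast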
TIM10 inh – TIM10 yeast growth inhibition. S. cerevisiae TIM10 strain growth, BacTiter-Glo luminescence, 24 h. inhibition, % at 10 µM. actives 1.4% (n = 330,000). AID 463195;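 active = inhibition of 40% or more at the single tested concentration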;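 note: wild-type TIM10 isogenic control strain grown at permissive 25 °C; 0% = DMSO yeast wells and 100% = minimal medium wells without yeast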
ATG4B inh – inhibitors of human ATG4B cysteine protease. AID 504462. inhibition, % at 8.33 µM. ATG4B cleavage of LC3-PLA2, NBD-HPC fluorescence, 1 h. actives 0.51% (n = 340,000); in the data active = inhibition above about 40%
Target sequence (Q9Y4P1 whole entry, looked up): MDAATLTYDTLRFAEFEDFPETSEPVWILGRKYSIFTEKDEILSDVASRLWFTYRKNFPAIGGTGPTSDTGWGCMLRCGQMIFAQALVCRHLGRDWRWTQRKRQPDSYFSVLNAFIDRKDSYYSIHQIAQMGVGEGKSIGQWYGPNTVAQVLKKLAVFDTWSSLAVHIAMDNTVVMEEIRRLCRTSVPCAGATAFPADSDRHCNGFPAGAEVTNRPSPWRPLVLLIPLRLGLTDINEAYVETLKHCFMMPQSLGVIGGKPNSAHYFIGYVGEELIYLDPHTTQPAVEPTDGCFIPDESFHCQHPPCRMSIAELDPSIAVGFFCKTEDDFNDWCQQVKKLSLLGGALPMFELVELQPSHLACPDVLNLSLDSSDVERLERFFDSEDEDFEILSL
mIAP activ – mouse IAP activation; muIAP, CDP-Star luminescence, 30 min; stronger effect = higher value; 1 = vehicle-only enzyme signal, 0 = enzyme-free wells; activation factor at 10 µM; actives 0.24% (n = 330,000);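 active = activation factor of at least 2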; note: the source names both 10 and 20 µM as test concentration; values of inactives mirror those of a sister screen read the other way
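Assay system: mouse IAP enzyme; Reagent: CDP-Star chemiluminescent phosphatase substrate; Compound: DMSO-dissolved test compounds; Incubation: 30 min, room temperature; Technique: luminescence from enzymatic CDP-Star hydrolysis; Controls: DMSO-only wells and no-enzyme negative control.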
hIAP inh – blocks human intestinal alkaline phosphatase; P09923; purified IAP, CDP-Star luminescence, 30 min; inhibition, % at 10 µM; actives 0.12% (n = 330,000);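 active = inhibition reaching a set limit with compound at 10 µM in the primary screen, cut at about 35% in these data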;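 note: plate controls were DMSO wells with enzyme for no effect and no-enzyme buffer wells for full effect; values of inactives mirror those of a sister screen read the other way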
Target sequence (P09923 whole entry, looked up): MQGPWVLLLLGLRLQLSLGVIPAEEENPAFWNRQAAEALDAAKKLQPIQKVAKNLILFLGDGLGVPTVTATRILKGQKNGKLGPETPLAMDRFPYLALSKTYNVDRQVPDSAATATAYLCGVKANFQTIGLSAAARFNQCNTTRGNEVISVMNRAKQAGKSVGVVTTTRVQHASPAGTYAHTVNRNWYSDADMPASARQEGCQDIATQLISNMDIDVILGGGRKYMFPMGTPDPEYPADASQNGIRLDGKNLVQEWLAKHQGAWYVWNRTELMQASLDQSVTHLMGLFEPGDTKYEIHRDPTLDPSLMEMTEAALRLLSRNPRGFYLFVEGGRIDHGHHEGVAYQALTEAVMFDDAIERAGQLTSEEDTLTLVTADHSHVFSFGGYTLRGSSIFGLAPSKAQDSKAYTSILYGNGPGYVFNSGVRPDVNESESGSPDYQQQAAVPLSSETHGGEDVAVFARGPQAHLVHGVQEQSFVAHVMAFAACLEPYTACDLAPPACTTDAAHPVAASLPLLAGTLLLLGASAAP
hIAP act – increases human intestinal alkaline phosphatase activity; P09923; purified human IAP, CDP-Star luminescence, 30 min; stronger effect = higher value; 1 = vehicle-only enzyme, 0 = enzyme-free background; activation factor at 10 µM; actives 0.16% (n = 330,000);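 active = activation factor of the enzyme at least 2-fold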; note: the source names both 10 and 20 µM as test concentration; values of inactives mirror those of a sister screen read the other way
mIAP inh – blocks mouse intestinal alkaline phosphatase; inhibition, % at 10 µM; actives 0.2% (n = 330,000); purified mouse IAP, CDP-Star luminescence, 30 min;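 active = inhibition of at least 40% at 10 µM in the primary screen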;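 note: plate controls were DMSO with enzyme for no effect and no enzyme wells for full effect; values of inactives mirror those of a sister screen read the other way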
Apaf-1 inh – blocks human Apaf-1 apoptosome activity; O14727; reconstituted apoptosome caspase-3 activity, DEVD-Rh110 fluorescence; inhibition, % at 20 µM; actives 0.71% (n = 330,000); active = inhibition of at least 40% at 20 µM;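 note: plate controls were DMSO wells for no effect and DEVD-CHO caspase inhibitor wells for full effect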
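Material: reconstituted apoptosome with Apaf-1, cytochrome c, caspase-9, procaspase-3, dATP; medium: pH 7.5 Hepes buffer with CHAPS, BSA, DTT; also added: cytochrome c and DEVD-Rh110 substrate; timing: 30 min plus 50 min, RT; signal: Rh110 fluorescence intensity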
* marks the source's active call; other numbers are inactive results; . = no result given.

(1) O=C(c1ccc(NS(=O)(=O)c2cccc([N+](=O)[O-])c2)cc1)N1CCCCCC1
(2) COc1ccc(Cl)cc1NC(=O)NC(C)C
(3) CC1(C)CC(=O)C(C2C3=C(CC(C)(C)CC3=O)Oc3ccccc32)C(=O)C1 (stereo not given)
(4) COc1ccc(N(CC(=O)N2CCc3ccccc32)S(=O)(=O)c2c(C)n[nH]c2C)cc1
(5) CN=CC1=C(O)C(C(=O)OC)C(C)(C)CC1=O (stereo not given)
(6) Fc1ccc(CSc2nc3ccccc3[nH]2)cc1
(7) O=C(NCCN1CCN(c2ccccc2)CC1)c1cccc(Br)c1
(8) N#C/C(=C\c1c[nH]c2ccccc12)C(N)=O
(9) O=C(c1ccccc1)N1CCC(=O)N(C(CO)Cc2ccccc2)CC1 (stereo not given)
(10) COc1ccc(C=O)c2[nH]c3c(Cl)ncnc3c12

entry no.	1	2	3	4	5	6	7	8	9	10
NALP3 yeast inh	0	-5	7	12	12	15	40	-7	10	0
tim10-1 inh	11	21	11	18	-12	10	26	6	-7	1
TIM10 inh	11	19	21	-4	7	5	14	-15	15	14
ATG4B inh	-1	-10	1	-12	-7	-11	-2	-7	-8	-4
mIAP activ	1	0.96	0.99	1	1.1	1.1	1	1	1	0.94
hIAP inh	2	0	0	-24	-4	6	-4	-4	3	-15
hIAP act	0.97	1	0.99	1.2	1	0.94	1	1	0.97	1.1
mIAP inh	-1	4	1	-4	-13	-7	-4	-4	0	6
Apaf-1 inh	6	-11	-8	1	-8	-10	4	4	-5	-2

(11) O=C(NCc1ccccc1F)C1CCCN1S(=O)(=O)c1ccc(F)cc1 (stereo not given)
(12) O=C(NCc1ccco1)c1cccc(N2CCCC2=O)c1
(13) C=CCn1c(Cc2ccc(OCC)cc2)nnc1SCC(N)=O
(14) COC(=O)Cc1n[nH]c(=O)c2ccccc12
(15) O=S(=O)(Nc1nc2ccccc2nc1Nc1ccc2c(c1)OCO2)c1ccccc1
(16) CC(=O)Nc1c(C)ccc(CNC(=O)COc2ccc(F)cc2)c1C
(17) CCCc1cc(Nc2ccc(C)cc2)n2ncnc2n1
(18) O=C(Cc1ccc(Cl)cc1)N/N=C/c1c(Cl)cccc1Cl
(19) CC(=O)Nc1ccccc1-c1nc2ccccc2nc1OCC(=O)c1ccc(Cl)cc1
(20) CN(C)C(=O)c1ccc(-n2cccn2)nc1

entry no.	11	12	13	14	15	16	17	18	19	20
NALP3 yeast inh	2	-6	9	-5	9	-9	7	7	4	18
tim10-1 inh	-1	1	4	-3	17	10	25	7	12	-14
TIM10 inh	-4	4	5	-4	9	1	10	-5	-13	-4
ATG4B inh	1	-5	-5	-13	3	10	-8	14	1	7
mIAP activ	1	1	0.95	1.1	0.88	0.88	1	0.99	0.87	0.96
hIAP inh	-14	-16	14	-9	3	10	-38	10	13	3
hIAP act	1.1	1.2	0.86	1.1	0.97	0.9	1.4	0.9	0.87	0.97
mIAP inh	-1	-3	5	-9	12	12	-4	1	13	4
Apaf-1 inh	-6	5	-3	-29	1	-15	-3	16	4	-14

(21) COc1ccc(NC(=O)Nc2cccc3c2O[C@H](CN(C)Cc2ccc(-c4ccccc4)cc2)[C@@H](C)CN([C@H](C)CO)C3=O)cc1
(22) O=C(O)CCN1C(=O)c2ccncc2C1=O
(23) COc1ccc(C(=O)NCC(=O)N/N=C/c2c(C)[nH]c3ccccc23)cc1
(24) O=C1CSc2ccc(S(=O)(=O)NCc3ccccc3Cl)cc2N1
(25) Cn1c(SCc2nc3ccccc3c(=O)[nH]2)nc2ccccc21
(26) CCOC(=O)[C@H]1[C@H]2COc3ccc(C)cc3[C@@H]2N2C(=O)c3ccc(C)cc3NC(=O)[C@@]12C
(27) CCOC(=O)C1(Cc2cccc(F)c2)CCN(C(=O)Cn2cnnn2)CC1
(28) Cc1ccc(CN2CC(C(=O)Nc3ncc(C)s3)CC2=O)cc1 (stereo not given)
(29) Cc1ccc(S(=O)(=O)Nc2ccc3c(c2)CCC3)cc1
(30) Cc1ccc(C(=O)NCC(=O)N(C)Cc2cccc(F)c2)s1

entry no.	21	22	23	24	25	26	27	28	29	30
NALP3 yeast inh	2	8	14	10	18	8	7	25	18	3
tim10-1 inh	1	13	4	13	27	4	13	2	-13	10
TIM10 inh	10	-2	9	-11	23	-2	-12	12	6	13
ATG4B inh	-8	0	-2	-6	-3	2	9	-3	3	-2
mIAP activ	1.1	0.94	0.97	0.95	1	1	0.96	0.94	1.1	0.94
hIAP inh	4	5	-21	2	-20	-1	7	3	1	-11
hIAP act	0.96	0.95	1.2	0.98	1.2	1	0.93	0.97	0.99	1.1
mIAP inh	-15	6	3	5	-1	-4	4	6	-12	6
Apaf-1 inh	24	-18	18	2	-2	1	-15	3	26	2

(31) Oc1ccc2ccccc2c1/C=N/Nc1ccccc1
(32) COc1ccc(CCNC(=O)COc2ccc3c(C)cc(=O)oc3c2)cc1OC
(33) CN(C)C(=O)COc1ccc2cc(-c3ccccc3)c(=O)oc2c1
(34) Cc1ccsc1C(=O)N1CCCC(N2CCN(c3cccc(Cl)c3)CC2)C1 (stereo not given)
(35) O=c1[nH]c2ccc(NC(=S)Nc3ccc(Cl)cc3Cl)cc2[nH]1
(36) O=C1CC(c2ccc(F)cc2)CC(O)=C1C=NCCN1CCN(C(=O)Nc2ccccc2)CC1 (stereo not given)
(37) CCOC(=O)N1CCN(C(=O)CSc2nnc(-c3cc(OC)cc(OC)c3)o2)CC1
(38) CN(CC(=O)Nc1cccc(F)c1)C(=O)CCc1nc2sc3c(c2c(=O)[nH]1)CCCC3
(39) CCN(CC)CCNC(=O)C(=O)Nc1cc2c3c(c1)CC(=O)N3CCC2
(40) NC(=O)NCc1cccs1

entry no.	31	32	33	34	35	36	37	38	39	40
NALP3 yeast inh	1	-3	11	14	-7	11	-2	23	3	16
tim10-1 inh	13	-28	11	-4	12	-11	10	8	11	13
TIM10 inh	19	6	8	5	13	7	-8	0	13	4
ATG4B inh	7	-5	-9	4	7	-8	-9	7	2	4
mIAP activ	1.1	1.1	0.88	1	0.89	1	1	1.1	0.86	0.94
hIAP inh	11	10	4	2	5	-9	-21	-13	-17	7
hIAP act	0.89	0.9	0.96	0.98	0.95	1.1	1.2	1.1	1.2	0.93
mIAP inh	-7	-6	12	-3	11	-1	-4	-9	14	6
Apaf-1 inh	13	-5	3	12	-9	1	7	10	9	8

Three records picked at random from those above:
(31) Oc1ccc2ccccc2c1/C=N/Nc1ccccc1
(38) CN(CC(=O)Nc1cccc(F)c1)C(=O)CCc1nc2sc3c(c2c(=O)[nH]1)CCCC3
(37) CCOC(=O)N1CCN(C(=O)CSc2nnc(-c3cc(OC)cc(OC)c3)o2)CC1

entry no.	31	38	37
NALP3 yeast inh	1	23	-2
tim10-1 inh	13	8	10
TIM10 inh	19	0	-8
ATG4B inh	7	7	-9
mIAP activ	1.1	1.1	1
hIAP inh	11	-13	-21
hIAP act	0.89	1.1	1.2
mIAP inh	-7	-9	-4
Apaf-1 inh	13	10	7

Other compounds
(41) Cc1oc2c(CN3CCCC3)c(O)ccc2c(=O)c1Oc1ccccc1Br
(42) N/C(=N\OC(=O)CC1CCCCC1)c1ccc(Cl)cc1
(43) O=C(CSc1ccc2ccccc2n1)N/N=C/c1ccccc1O
(44) Cc1nn(C)c(C)c1N1C(=O)c2cccc3c(Br)ccc(c23)C1=O
(45) CCC(C)(C)NC(=O)c1cc(OC)c(OC)cc1[N+](=O)[O-]
(46) Cc1cnc(C(=O)OCC(=O)Nc2cccc3ccccc23)cn1
(47) COc1ccc(C(c2c[nH]c3ccccc23)c2c[nH]c3ccccc23)cc1O
(48) CCCCN1C(=O)NC(NS(=O)(=O)c2ccc(N)cc2)(C(F)(F)F)C1=O (stereo not given)
(49) Cc1cc(Nc2cccc(O)c2)c2ccccc2n1
(50) CN1/C(=C/C=N/n2cnnc2)C(C)(C)c2ccccc21

entry no.	41	42	43	44	45	46	47	48	49	50
NALP3 yeast inh	12	26	22	7	18	0	-1	26	-5	6
tim10-1 inh	-1	42*	19	30	5	2	25	6	-7	11
TIM10 inh	3	44*	41*	32	6	5	29	-1	-5	19
ATG4B inh	-7	-3	-10	-3	-2	-1	.	-1	.	0
mIAP activ	1.2	0.96	0.93	0.9	1.1	1	0.93	1.1	1	1
hIAP inh	-11	3	-51	-8	-18	19	-9	6	12	-3
hIAP act	1.1	0.97	1.5	1.1	1.2	0.81	1.1	0.94	0.88	1
mIAP inh	-15	4	8	10	-7	-2	7	-6	-1	-3
Apaf-1 inh	2	15	15	-1	-3	-7	1	-5	-1	-22

A different layout for some results above.
Results follow in this order: NALP3 yeast inh | tim10-1 inh | TIM10 inh | ATG4B inh | mIAP activ | hIAP inh | hIAP act | mIAP inh | Apaf-1 inh
45) CCC(C)(C)NC(=O)c1cc(OC)c(OC)cc1[N+](=O)[O-]
  18 | 5 | 6 | -2 | 1.1 | -18 | 1.2 | -7 | -3
49) Cc1cc(Nc2cccc(O)c2)c2ccccc2n1
  -5 | -7 | -5 | . | 1 | 12 | 0.88 | -1 | -1

Remaining list, next part
(51) COc1ccc(-n2cc(CN(C)CCO)c(-c3cccc(F)c3)n2)cc1
(52) Cc1cccc(N2CCN(C(=O)c3oc4ccc(Br)cc4c3C)CC2)c1C
(53) Cc1nn(-c2ccccc2)c2nc(N)c(C#N)c(-c3ccc(C(C)(C)C)cc3)c12
(54) COc1ccc(NC(=O)CN2C(=O)/C(=C3\SC(=S)N(C4CCS(=O)(=O)C4)C3=O)c3ccccc32)cc1 (stereo not given)

entry no.	51	52	53	54
NALP3 yeast inh	21	-3	17	18
tim10-1 inh	14	5	-10	3
TIM10 inh	-11	10	7	10
ATG4B inh	15	5	-2	2
mIAP activ	0.86	1.1	1	0.83
hIAP inh	3	4	2	8
hIAP act	0.97	0.96	0.98	0.92
mIAP inh	14	-10	-3	17
Apaf-1 inh	5	14	4	-3
